Screens deposited in PubChem by The Scripps Research Institute Molecular Screening Center.
TDP2 absorb – TDP2 (human) inhibition, absorbance primary screen | O95551 | recombinant TDP2, T5PNP hydrolysis, p-nitrophenol absorbance 415 nm | inhibition, % at 12.8 µM | 0.34% of 370,000 active;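 active = inhibition above the mean of all tested compounds plus 3 SD, set per campaign, cut at about 25% in these data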;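 note: 0% = DMSO with enzyme and 100% = buffer with substrate but no TDP2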
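Test system: Human TDP2 enzyme | Reagent: 5 mM T5PNP | Compound dosing: 12.8 µM single point, 1% DMSO | Incubation: Enzyme reaction with compound for 2 h at 37 °C | Technique: p-Nitrophenol epi absorbance | Read-out: % inhibition relative to enzyme-containing and enzyme-free wells | Benchmarks: High control without enzyme, low control DMSO plus TDP2 | Replicates: Singlicate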
ADAM17 inh – ADAM17 inhibition, QFRET primary screen. inhibition, % at 6.95 µM. recombinant ADAM17, EDANS/DABCYL FRET peptide cleavage. AID 720648. 0.83% of 370,000 active;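 active = inhibition above the mean of compounds lying between control limits plus 3 SD, set per campaign, cut at about 8.5% in these data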;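 note: 0% = DMSO-only wells as the low control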
PLC-beta3 inh – inhibitors of human phospholipase C beta3. Q01970. Purified PLC-beta3, fluorogenic substrate, fluorescence. inhibition, % at 12.2 µM. 0.18% of 370,000 active. AID 720704; in the data active = inhibition above about 11%;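 note: 0% = median of compound wells on plate and 100% = full blocker control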
ADAM10 inh – inhibits human ADAM10. inhibition, % at 7 µM. 0.62% of 370,000 active. O14672. AID 720582. recombinant ADAM10, EDANS/DABCYL FRET peptide cleavage, 3 h;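 active = inhibition above a per-campaign cutoff equal to the mean of compounds falling between control-based bounds plus 3 SD, cut at about 20% in these data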;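 note: 0% = DMSO wells while the 100% control is not disclosed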
DDE Tn7 FP inh – DD(E)-Tn7 binding inhibition, primary FP screen; P02675; FP displacement of FITC-Tn7 peptide from fibrin DD(E); 0% = median of compound wells per plate; inhibition, % at 8.3 µM; 0.13% of 370,000 active;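 active = inhibition above the mean of compounds falling within the control limits plus 3 SD of them, cut at about 14% in these data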;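 note: 0% = plate median of compound wells and 100% = 10 µM Aha-Tn7 peptide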
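assay system = human clot-derived fibrin DD(E) complex | quantity = Fibrin-DD(E) at 2 µM final | timing = 10 min preincubation, 3 h with tracer, room temperature | signal = fluorescence polarization | measure = percent inhibition | benchmarks = high control wells with 10 µM unlabelled Aha-Tn7 peptide (full inhibition) | replicates = singlicate testing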
SIAE inh – blocks human sialic acid acetylesterase; SIAE FP-Rh probe binding, fluorescence polarization; inhibition, % at 9.66 µM; 0.69% of 370,000 active;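 active = inhibition above a cutoff: mean of compounds within the control limits plus 3 SD of those, cut at about 17% in these data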;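 note: 0% = plate median of compound wells and 100% = probe without SIAE protein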
Target sequence (Q9HAT2 whole entry, looked up): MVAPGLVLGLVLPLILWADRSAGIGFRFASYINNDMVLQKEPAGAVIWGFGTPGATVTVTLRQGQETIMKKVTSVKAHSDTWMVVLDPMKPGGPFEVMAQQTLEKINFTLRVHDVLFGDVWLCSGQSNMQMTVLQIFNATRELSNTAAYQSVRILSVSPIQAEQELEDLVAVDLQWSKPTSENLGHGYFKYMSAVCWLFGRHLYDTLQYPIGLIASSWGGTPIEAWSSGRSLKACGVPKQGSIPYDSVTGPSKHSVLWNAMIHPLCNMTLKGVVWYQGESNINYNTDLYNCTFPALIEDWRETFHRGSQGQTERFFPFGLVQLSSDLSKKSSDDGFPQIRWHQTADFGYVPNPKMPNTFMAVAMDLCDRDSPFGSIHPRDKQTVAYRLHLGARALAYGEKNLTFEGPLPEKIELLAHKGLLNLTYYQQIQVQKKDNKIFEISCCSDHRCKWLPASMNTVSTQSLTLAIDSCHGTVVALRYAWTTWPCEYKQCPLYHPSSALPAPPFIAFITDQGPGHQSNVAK
ASAP1 GAP inh – blocks human ASAP1-stimulated Arf1 GTP hydrolysis | inhibition, % at 16.5 µM | AID 624377 | GDP FP detection | 0.19% of 360,000 active; in the data active = inhibition above about 25%;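 note: 0% = vehicle with enzyme and substrate and 100% = no enzyme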
Target sequence (Q9ULH1 325-724 limits assumed): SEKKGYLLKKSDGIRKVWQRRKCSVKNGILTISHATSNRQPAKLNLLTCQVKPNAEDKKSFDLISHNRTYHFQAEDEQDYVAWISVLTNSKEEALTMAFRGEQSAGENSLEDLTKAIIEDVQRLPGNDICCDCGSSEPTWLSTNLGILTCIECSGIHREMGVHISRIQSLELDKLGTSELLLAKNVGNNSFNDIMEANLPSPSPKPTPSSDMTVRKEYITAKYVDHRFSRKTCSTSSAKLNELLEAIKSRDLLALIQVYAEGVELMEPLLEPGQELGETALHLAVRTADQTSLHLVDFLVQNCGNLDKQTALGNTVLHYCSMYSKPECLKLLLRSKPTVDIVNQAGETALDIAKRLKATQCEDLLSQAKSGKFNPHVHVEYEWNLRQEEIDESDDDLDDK
DDE Tn6 FP inh – inhibitors of Tn6 peptide binding to human fibrin DD(E) | P02675 | Fibrin DD(E) TRITC-Tn6 fluorescence polarization displacement | inhibition, % at 8.3 µM | 0.21% of 370,000 active | AID 720509;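 active = inhibition above a per-campaign cutoff: mean of compounds within control limits plus 3 SD, cut at about 15% in these data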;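 note: 0% = median of all compound wells on the plate and 100% = blocking peptide control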
ARFGAP1 inhibitor – rat ARFGAP1 inhibition | inhibition, % at 16.5 µM | 0.26% of 360,000 active | Arfgap1-stimulated ARF1 GTP hydrolysis, GDP FP detection | AID 651572;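 active = inhibition above a per-plate limit, mean inhibition of low control wells plus 3 SD, cut at about 25% in these data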;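 note: 0% = DMSO wells with enzyme and 100% = wells lacking Arfgap1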
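material = rat Arfgap1 catalytic domain, aa 1-136 | also added = human ARF1(Δ1-17)-GTP substrate | compound dosing = one concentration, 16.5 µM, DMSO 1.26% | times = GTP hydrolysis reaction 2 h at 25 °C | measured by = FP, GDP Alexa 633 tracer displaced from anti-GDP antibody, 620/688 nm | evaluation = percent inhibition of Arfgap1-stimulated GTP hydrolysis | replication = single well per compound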
PLC-gamma1 inh – inhibitors of human phospholipase C gamma1; 0.84% of 370,000 active; AID 720700; purified PLC-gamma1, fluorogenic substrate, fluorescence; P19174; inhibition, % at 12.2 µM; in the data active = inhibition above about 9.5%
An asterisk follows results filed as active.

SMILES | TDP2 absorb | ADAM17 inh | PLC-beta3 inh | ADAM10 inh | DDE Tn7 FP inh | SIAE inh | ASAP1 GAP inh | DDE Tn6 FP inh | ARFGAP1 inhibitor | PLC-gamma1 inh
CC1(C)CC2(CC(c3ccccc3F)c3ccc(O)c(O)c3O2)NC(=S)N1 (stereo not given) | -4.1 | -2.9 | -6.2 | 0.5 | 7.8 | 4.4 | -0.9 | -0.6 | 5.7 | -3.1
Cc1nnsc1C(=O)N/N=C/c1ccc2ccccc2c1O | -3.6 | -6.7 | -38.1 | -5.3 | -3.7 | 5.7 | -1.4 | -5.1 | 14.6 | -21.7
CC1=C(C(=O)Nc2ccccc2C)C(c2ccc(C)o2)NC(=S)N1 (stereo not given) | -1.5 | 5.0 | -3.8 | -2.1 | -4.0 | -2.5 | 2.7 | -1.0 | 4.0 | -3.8
COc1ccc(-n2ncc3c(N4CCN(c5cccc(C)c5C)CC4)ncnc32)cc1 | 3.1 | -2.3 | 1.5 | -4.5 | 4.3 | 0.7 | -11.1 | -4.0 | 5.4 | 0.4
O=C(Nc1ccc(N2CCOCC2)cc1)C1CC(=O)N(c2ccccc2)C1 (stereo not given) | 4.0 | -0.7 | 1.6 | 6.9 | 1.4 | 0.8 | -4.7 | 1.9 | -12.0 | -35.5
COC(=O)C1NC(=O)N2C(C(=O)OC)C(C)(C)S[C@H]12 (stereo not given in full) | 3.4 | -0.2 | 1.2 | 0.1 | -0.1 | -1.2 | -3.1 | -0.4 | -2.3 | 1.3
CCNC(=O)C1(C)CCCN1C(=O)c1cnc2ccccc2n1 (stereo not given) | 1.4 | -5.2 | -12.6 | -17.1 | -4.0 | -3.9 | -7.7 | -2.1 | 1.4 | -10.2
O=C(CCC1CCCN(C(=O)c2cncs2)C1)NCc1ccc(F)c(F)c1 (stereo not given) | -12.9 | 6.7 | 4.8 | 4.0 | 1.5 | -13.2 | 5.2 | 2.4 | -1.3 | 10.5*
CN(C)S(=O)(=O)N1CCc2ccc(NC(=O)C3CCCO3)cc2C1 (stereo not given) | 7.3 | -6.3 | -11.9 | -14.2 | 3.8 | 15.1 | 11.1 | -3.2 | -6.3 | -5.6
CC(=O)Nc1ccc(C(=O)OCC(=O)Nc2c(F)cccc2F)cc1 | -15.7 | -5.0 | -5.3 | -2.6 | 2.2 | 0.4 | 5.2 | 2.6 | 5.3 | 0.2
O=C(CN1C(=O)CSc2ccc(S(=O)(=O)N3CCOCC3)cc21)NCCCN1CCCCC1 | -2.4 | -3.2 | -2.5 | -24.3 | 3.7 | 1.4 | 3.4 | 3.4 | 2.5 | -0.5
O=C(O)COc1c(Cl)cc(/C=C2/NC(=O)NC2=O)cc1Br | -1.9 | 0.2 | 2.0 | -7.1 | 5.9 | 4.7 | 6.3 | 3.2 | 11.2 | 7.8
CCCC1NC(=O)c2cccnc2-n2c1nc1ccc(Cl)cc1c2=O (stereo not given) | -2.8 | 2.0 | -1.2 | -12.0 | 4.5 | -2.0 | 1.0 | 2.6 | -7.6 | 0.2
Cc1c(N/C(=N/S(=O)(=O)c2cc([N+](=O)[O-])ccc2Cl)c2ccccc2)c(=O)n(-c2ccccc2)n1C | -1.4 | -3.3 | -1.8 | -1.4 | 3.9 | 3.4 | -3.6 | -2.6 | 5.8 | 0.3
CC1CCC(NS(=O)(=O)c2cccc3nsnc23)CC1 (stereo not given) | 14.0 | -2.5 | -5.6 | -6.2 | -4.3 | 0.3 | -1.9 | 5.8 | 9.4 | 0.8
O=C(Nc1ccccc1)OC1CCS(=O)(=O)C1 (stereo not given) | -1.1 | -4.1 | 0.7 | -7.3 | -0.2 | 4.6 | -10.9 | 3.0 | -1.4 | 3.3
N#C/C(=C\c1ccc(OCC(N)=O)cc1)c1ccccc1 | 5.4 | -0.8 | -2.2 | -0.7 | 5.3 | 2.9 | -2.5 | 3.4 | 7.9 | 0.7
COc1ccccc1N1CCN(C(=O)c2cc(-c3ccc(F)cc3)on2)CC1 | 0.3 | 2.9 | 0.9 | 4.9 | 2.4 | -3.5 | 10.6 | -1.7 | 4.7 | 2.4
CCOC(=O)c1sc2nc(C)nc(NCc3ccc(F)cc3)c2c1C | 8.5 | -123.0 | -81.0 | -297.8 | -6.8 | -4.7 | -1.4 | 5.4 | 12.2 | -47.9
COc1cc(/C=C/C(=O)OCC(=O)Nc2cccc(Oc3ccccc3)c2)ccc1O | 2.6 | -6.3 | -131.9 | -34.9 | 2.7 | 3.8 | 18.8 | -4.4 | 6.2 | -104.1
Cc1cc(Br)ccc1N=C1NC(=O)CS1 | -3.7 | -0.9 | -3.7 | -3.8 | 3.0 | 4.8 | -2.8 | 1.8 | -2.7 | -3.1
COc1ccccc1Nc1nc(NCCCCO)nc(N2CCCC2)n1 | -9.2 | 0.3 | 3.1 | 5.4 | 5.6 | 3.2 | 3.8 | -2.9 | 2.9 | 3.4
Cc1ccc(C)c(NC(=O)Cc2ccc(S(=O)(=O)N3CCCCC3)s2)c1 | -6.0 | -0.6 | -2.3 | -3.1 | 3.8 | -1.5 | -5.3 | 2.6 | -9.5 | 0.2
COc1ccccc1C(=O)Oc1cc(N)n(S(=O)(=O)c2ccc(C)cc2)n1 | -5.9 | 5.9 | 1.7 | 5.6 | -1.0 | 3.3 | -7.4 | 4.9 | -3.6 | 2.1
Cc1ccc(C(=O)O)c(C(=O)Nc2nc3ccccc3s2)c1 | -15.7 | 3.6 | -0.8 | 4.2 | -4.5 | -8.7 | 16.2 | -10.8 | 4.8 | 1.6

(cont.)
SMILES | TDP2 absorb | ADAM17 inh | PLC-beta3 inh | ADAM10 inh | DDE Tn7 FP inh | SIAE inh | ASAP1 GAP inh | DDE Tn6 FP inh | ARFGAP1 inhibitor | PLC-gamma1 inh
CC(C)COc1ccc(Br)cc1CNC(C)(C)C | -1.6 | -1.4 | 3.0 | 1.7 | 3.0 | 8.3 | 13.6 | 2.0 | 8.1 | -1.9
O=C(CC1C(=O)NCCN1C(=S)Nc1ccccc1)Nc1ccc(F)cc1 (stereo not given) | 0.2 | -1.4 | 2.5 | -10.6 | 0.7 | 6.8 | 10.2 | -7.9 | 6.0 | 1.6
CCc1nc2c(OCc3ccc(C(F)(F)F)cc3)cccn2c1N(C)C(=O)c1ccc(OC)cc1 | -9.2 | 5.4 | 1.9 | 5.8 | 13.5 | 6.8 | -18.3 | 1.7 | -0.1 | 1.1
CCOC(=O)C(Cc1ccc(N)cc1)N1C(=O)c2ccccc2C1=O (stereo not given) | -10.5 | 0.5 | -5.7 | 2.3 | 1.8 | 3.2 | 10.5 | 4.4 | 8.1 | -2.1
CCOC(=O)[C@@H]1[C@H]2COc3ccccc3[C@@H]2N2C(=O)N(c3cccc(C)c3)C(=O)[C@]12C | -3.2 | -3.9 | 2.3 | 2.0 | -6.8 | 6.6 | 0.1 | 1.0 | 6.4 | -1.9
CC(=O)NCCNC(=O)c1ccc(CSc2nc3ccccc3s2)cc1 | -23.0 | 1.9 | -0.1 | 7.1 | 1.4 | -13.9 | -7.4 | -5.3 | 1.4 | 3.0
Cc1ccsc1C(=O)N1CCc2ccccc2C1 | -1.8 | -1.2 | -6.7 | -1.0 | -4.1 | -0.5 | -0.3 | 4.9 | -4.3 | 2.4
O=C1NC[C@H](c2ccccc2)OC(=O)[C@@H](Cc2ccc(F)cc2)CC/C=C/C[C@H]1CC(=O)N(CCO)Cc1ccccc1 | -0.3 | 5.7 | -1.1 | 13.5 | 4.0 | -0.3 | -2.0 | 4.1 | -0.6 | 3.6
O=C(OCc1nc2ccsc2c(=O)[nH]1)c1ccc(Cl)s1 | -6.9 | -2.2 | -45.7 | -10.5 | 0.7 | 1.0 | -3.0 | 1.1 | 8.7 | -38.3
CC(=O)C1=C(O)C(=O)N(c2ccc(O)cc2)C1c1ccccc1[N+](=O)[O-] (stereo not given) | 2.7 | -9.1 | -10.5 | -12.3 | 3.0 | 4.4 | -3.6 | 2.9 | -4.3 | -6.7
COc1ccc(S(=O)(=O)N2CCC(N3CCCC3)CC2)cc1 | 7.2 | -2.2 | -6.1 | -3.8 | -2.2 | 8.7 | -1.4 | -8.3 | -4.5 | 1.4
COc1ccc(CCN2CC(C(=O)O)CC2=O)cc1 (stereo not given) | 9.8 | -6.9 | -0.2 | -2.4 | 11.4 | -6.2 | -10.9 | -1.0 | -0.4 | -1.2
CCOc1ccc(C(=O)Nc2ccncc2)cc1 | 13.0 | -1.8 | -30.6 | 2.5 | 3.0 | 10.3 | -3.3 | -3.3 | 0.2 | -0.7
Cc1cccc(S(=O)(=O)NC(=O)C2(C)CCN2C(=O)CCc2ccccc2)c1 (stereo not given) | -9.1 | 0.7 | 2.4 | -0.3 | 0.3 | -3.8 | 12.2 | 1.9 | 0.5 | 1.3
O=C(O)CCN1Cc2ccccc2C1=O | -5.7 | -6.0 | -1.7 | -2.5 | 6.5 | 1.2 | 2.8 | 1.7 | 6.8 | -1.2
C=C1CCC[C@]2(C)C[C@H]3OC(=O)C(CNCC(C)C)[C@H]3CC12 (stereo not given in full) | 8.1 | -2.9 | -6.7 | -4.7 | -1.7 | 3.0 | 6.2 | 5.1 | 2.7 | 1.2
CCOC(=O)CN1C(=O)C(=O)N(Cc2c(Cl)cccc2Cl)C1=O | 8.9 | -2.2 | -6.3 | -0.5 | 5.6 | 0.9 | 8.0 | 0.0 | -3.3 | 0.6
COc1cc(NC(=O)CN(C)Cc2ccc(OC(F)F)cc2)c(C)cc1[N+](=O)[O-] | 3.0 | 1.4 | -0.1 | -4.5 | 3.5 | 0.9 | -3.0 | 9.5 | 4.2 | 2.3
Cc1cc(NC(=S)N(Cc2ccc(Cl)cc2)Cc2ccc(C(=O)O)cc2)ccc1Cl | -12.0 | 2.4 | -1.1 | 8.0 | -9.3 | -3.1 | 2.4 | -5.3 | -0.7 | 2.1
